Polio RdRp inh: inhibitors of poliovirus RNA polymerase binding and polymerization; P03300; poliovirus polymerase elongation, fluorescence polarization; active compounds read low; % elongation, % (compound at 16.7 µg/mL); hit rate 0.66% among 150,000; in the data active = % elongation below about 90%; note: some results filed as inactive read as strong as hits
Target sequence (P03300 1749-2209 limits assumed): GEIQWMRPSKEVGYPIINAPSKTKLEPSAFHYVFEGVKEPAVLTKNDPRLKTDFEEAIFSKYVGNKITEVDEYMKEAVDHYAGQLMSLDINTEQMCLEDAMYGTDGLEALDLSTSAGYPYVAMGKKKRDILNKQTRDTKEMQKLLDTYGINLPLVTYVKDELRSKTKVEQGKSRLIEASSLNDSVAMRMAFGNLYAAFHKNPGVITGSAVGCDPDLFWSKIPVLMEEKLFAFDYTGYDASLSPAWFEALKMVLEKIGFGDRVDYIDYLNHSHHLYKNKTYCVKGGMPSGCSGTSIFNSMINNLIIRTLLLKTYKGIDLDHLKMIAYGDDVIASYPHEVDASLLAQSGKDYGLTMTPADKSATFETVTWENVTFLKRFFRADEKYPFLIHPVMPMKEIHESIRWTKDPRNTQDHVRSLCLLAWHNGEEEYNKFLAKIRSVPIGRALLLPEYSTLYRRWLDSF
Polio RdRp inh FP z-score: recorded beside Polio RdRp inh, whose call it bears; z-score; measured here: FP z-score; hits read low
Starred values were filed as active, the others as inactive; & = joins results of further samples. These rows are one share of the data, so the mix of outcomes need not match the whole.

Cn1c(C(C#N)C(=O)CC23CC4CC(CC(C4)C2)C3)nc2ccccc21 (stereo not given) was read as Polio RdRp inh 116 and Polio RdRp inh FP z-score 1.9.
Screening CCN(CC)S(=O)(=O)c1ccc2c(c1)N(CC(=O)N1CCN(c3cccc(C)c3)C(C)C1)C(=O)CO2 (stereo not given) returned Polio RdRp inh 106 and Polio RdRp inh FP z-score 0.1.
For CC1CCCCN1C(=S)NC1CCCC1 (stereo not given) the results were Polio RdRp inh 100 and Polio RdRp inh FP z-score 0.1.
CSc1cccc(NC(=O)Cn2nc(SC)c(S(=O)(=O)c3ccccc3)c2N)c1 was read as Polio RdRp inh 100 and Polio RdRp inh FP z-score -0.4.
Screening Cc1cc2oc(=O)c(CC(=O)NCCc3ccccc3F)c(C)c2c2occ(C(C)(C)C)c12 returned Polio RdRp inh 111 and Polio RdRp inh FP z-score 0.6.
O=C(O)CCOc1ccccc1 was read as Polio RdRp inh 104 and Polio RdRp inh FP z-score 0.7.
Cc1[nH]nc(-c2ccc(O)cc2O)c1Oc1ccc(C(C)C)cc1 was read as Polio RdRp inh 94 and Polio RdRp inh FP z-score -1.2.
COC(=O)C1(C#N)C(c2ccc(C)cc2C)C(C(=O)c2ccccc2)N2c3ccccc3C=CC21 (stereo not given) was read as Polio RdRp inh 128 and Polio RdRp inh FP z-score 2.4.
Screening Cc1sc2ncn(CC(=O)Nc3nc4ccccc4s3)c(=O)c2c1S(=O)(=O)N1CC(C)CC(C)C1 (stereo not given) returned Polio RdRp inh 98 and Polio RdRp inh FP z-score -0.3.
Cc1sc2nc[nH]c(=S)c2c1C was read as Polio RdRp inh 100&99 and Polio RdRp inh FP z-score 0&-0.8.
`CCN(CC)C(=O)COc1cc(=O)n(CC)c2ccccc12` gave Polio RdRp inh 102 and Polio RdRp inh FP z-score 0.1.
Cc1ccc(S(=O)(=O)NNC2CS(=O)(=O)c3ccccc32)cc1 (stereo not given) was read as Polio RdRp inh 103 and Polio RdRp inh FP z-score 0.4.
`CC1CCCN(S(=O)(=O)c2cc(C(=O)NCCc3ccccc3)n(C)c2)C1` (stereo not given) gave Polio RdRp inh 102 and Polio RdRp inh FP z-score -1.
CCc1ccccc1N(CC)C(=O)c1c(C)oc2ncn(C)c(=O)c12 was read as Polio RdRp inh 108 and Polio RdRp inh FP z-score 0.1.
For CC1CCCCN1C(=O)COCc1cc(-c2ccc3c(c2)OCO3)on1 (stereo not given) the results were Polio RdRp inh 101 and Polio RdRp inh FP z-score -0.2.
CCOC(=O)c1cc(-c2cccs2)nn1-c1ccc(C)cc1C was read as Polio RdRp inh 101 and Polio RdRp inh FP z-score 0.
NC(=O)CSc1nc2ccc(NC(=O)COc3ccccc3Cl)cc2s1 was read as Polio RdRp inh 106 and Polio RdRp inh FP z-score -0.2.
For COc1cc(OC)cc(C(=O)Nc2ccc3nc4c(c(Nc5ccc(OC)c(OC)c5)c3c2)CCCC4)c1 the results were Polio RdRp inh 96 and Polio RdRp inh FP z-score -1.1.
`CC(C)c1ccc2c(c1)NC(c1ccc(F)cc1)=NC(c1cccs1)=N2` gave Polio RdRp inh 102 and Polio RdRp inh FP z-score -1.
FC(F)(F)c1ccc(NCc2ccco2)nc1 was read as Polio RdRp inh 103 and Polio RdRp inh FP z-score 0.4.
`CN(C(=O)C(C)(C)Oc1ccc(Cl)cc1)c1ccccc1` gave Polio RdRp inh 107 and Polio RdRp inh FP z-score 0.5.
Screening CCCOc1ccc(C(=O)Nc2ccc(NC(=O)c3cccc(Cl)c3)cc2)cc1 returned Polio RdRp inh 107 and Polio RdRp inh FP z-score 0.6.
`Cn1c(=NC(=O)C2Cc3ccccc3CN2C(=O)c2ccco2)sc2ccccc21` (stereo not given) gave Polio RdRp inh 102 and Polio RdRp inh FP z-score -0.1.
Screening CSc1scc2c1-c1nn(C(=O)c3cccc(C(F)(F)F)c3)cc1CC2 returned Polio RdRp inh 108 and Polio RdRp inh FP z-score 0.8.
`O=C(NCc1nc2ccccc2n1Cc1ccccc1Cl)c1ccccc1` gave Polio RdRp inh 110 and Polio RdRp inh FP z-score 0.6.
Cc1ccc(OCc2nc(-c3ccc(C(=O)N4CCN(c5ccccc5)CC4)cc3)oc2C)cc1 was read as Polio RdRp inh 102 and Polio RdRp inh FP z-score -0.9.
For CC(C)CCNC(=O)CN1C(=O)CSc2ccc(S(=O)(=O)N3CCC(C)CC3)cc21 the results were Polio RdRp inh 109 and Polio RdRp inh FP z-score -0.5.
CC1=C(c2ccc(C)c(C)c2)S(=O)(=O)N=C1N1CCC(C(=O)N2CCC(C(N)=O)CC2)CC1 was read as Polio RdRp inh 113 and Polio RdRp inh FP z-score 0.6.
Screening Cn1c(CO)nc2cc(N=Cc3ccccc3O)ccc21 returned Polio RdRp inh 102 and Polio RdRp inh FP z-score -0.2.
`COCCOC(=O)c1c(-c2ccccc2)c(-c2ccccc2)nn(C)c1=O` gave Polio RdRp inh 103 and Polio RdRp inh FP z-score -0.7.
`O=C(Nc1ccc(N2CCOCC2)cc1)c1ccc2c(=O)[nH][nH]c(=O)c2c1` gave Polio RdRp inh 103 and Polio RdRp inh FP z-score 0.1.
`Cc1ccc(NC(=O)CN2C(=O)CSc3ccc(S(=O)(=O)N(C)C)cc32)cc1C` gave Polio RdRp inh 106 and Polio RdRp inh FP z-score 0.
For COc1ccc(CC(=O)NCCn2ccc3ccccc32)cc1 the results were Polio RdRp inh 103 and Polio RdRp inh FP z-score 1.
For N#Cc1ccc(CSc2nncn2-c2ccccc2)cc1 the results were Polio RdRp inh 111 and Polio RdRp inh FP z-score 1.4.
CC(C)c1nn2c(=O)cc(COC(=O)c3ccc(NC(=O)C4CCCCC4)cc3)nc2s1 was read as Polio RdRp inh 104 and Polio RdRp inh FP z-score -0.5.
`FC(F)(F)c1ccc(Cl)c(NC2=NCCC2)c1` gave Polio RdRp inh 101 and Polio RdRp inh FP z-score -0.3.
Screening CS(=O)(=O)c1ncc(N(Cc2ccco2)Cc2ccco2)c(C(=O)Nc2ccccc2Br)n1 returned Polio RdRp inh 109 and Polio RdRp inh FP z-score 0.5.
`COc1ccc(C(=O)COC(=O)C(Cc2c[nH]c3ccccc23)NC(=O)c2ccc(C(C)(C)C)cc2)cc1` (stereo not given) gave Polio RdRp inh 100 and Polio RdRp inh FP z-score -0.8.
`Brc1ccc(Oc2ncnc3c2oc2ccccc23)cc1` gave Polio RdRp inh 105 and Polio RdRp inh FP z-score 0.2.
Screening N#Cc1c(C(F)(F)F)cc(-c2ccccc2)[nH]c1=S returned Polio RdRp inh 104 and Polio RdRp inh FP z-score 0.3.

A draw from above in order of heavy-atom count, descending.
`COc1ccc(C(=O)COC(=O)C(Cc2c[nH]c3ccccc23)NC(=O)c2ccc(C(C)(C)C)cc2)cc1` (stereo not given) gave Polio RdRp inh 100 and Polio RdRp inh FP z-score -0.8.
`O=C(Nc1ccc(N2CCOCC2)cc1)c1ccc2c(=O)[nH][nH]c(=O)c2c1` gave Polio RdRp inh 103 and Polio RdRp inh FP z-score 0.1.
For N#Cc1ccc(CSc2nncn2-c2ccccc2)cc1 the results were Polio RdRp inh 111 and Polio RdRp inh FP z-score 1.4.

Carrying on:
For Cc1noc(C)c1COc1ccc(CC(=O)NCCc2ccccn2)cc1 the results were Polio RdRp inh 101 and Polio RdRp inh FP z-score -0.1.
`Nc1ccc2nc(-c3ccc(N)c(Cl)c3)[nH]c2c1` gave Polio RdRp inh 99 and Polio RdRp inh FP z-score -0.8.
For CCCCCc1c(O)c2ccccc2[nH]c1=O the results were Polio RdRp inh 101 and Polio RdRp inh FP z-score 0.
Screening CC1SCCN1S(=O)(=O)c1ccc(Br)cc1 (stereo not given) returned Polio RdRp inh 101 and Polio RdRp inh FP z-score -0.1.
For Cc1nn(-c2ccccc2)c2sc(C(=O)NCCc3ccc(S(N)(=O)=O)cc3)cc12 the results were Polio RdRp inh 101 and Polio RdRp inh FP z-score 0.
Screening Cc1ccc(C2=NCN(c3ccc(C(=O)O)cc3)C(=S)N2)cc1 returned Polio RdRp inh 98 and Polio RdRp inh FP z-score -0.7.
For COCCCNC(=O)CSc1nc2cc3c(cc2c(=O)n1CCCCCC(=O)NCc1ccc2c(c1)OCO2)OCO3 the results were Polio RdRp inh 107 and Polio RdRp inh FP z-score 0.3.
Screening CCOC(=O)c1cnc(NNC(=O)C(F)(F)F)nc1C(F)(F)F returned Polio RdRp inh 101 and Polio RdRp inh FP z-score 0.
For O=C(NC1CCS(=O)(=O)C1)c1c(Cl)cccc1Cl (stereo not given) the results were Polio RdRp inh 106 and Polio RdRp inh FP z-score 0.1.
`O=C(CN1C(=O)CCc2cc(S(=O)(=O)N3CCOCC3)ccc21)Nc1cccc(C(F)(F)F)c1` gave Polio RdRp inh 114 and Polio RdRp inh FP z-score 1.9.
Screening O=c1[nH]n(-c2ccccc2Cl)c(=O)c2ccccc12 returned Polio RdRp inh 103 and Polio RdRp inh FP z-score 1.
For C=CCn1c(SC(CCO)C(=O)NCc2ccco2)nc2sc3c(c2c1=O)CCC3 (stereo not given) the results were Polio RdRp inh 102 and Polio RdRp inh FP z-score 0.
`CCN1C(=O)/C(=C\C(C)=C\c2ccccc2)SC1=S` gave Polio RdRp inh 102 and Polio RdRp inh FP z-score 0.
For CCCc1c(O)nc(SCC(=O)N2CCCCC2)[nH]c1=O the results were Polio RdRp inh 101 and Polio RdRp inh FP z-score -0.1.
Screening Cc1ccc(OCCn2ncc3ccccc3c2=O)c(C)c1 returned Polio RdRp inh 102 and Polio RdRp inh FP z-score 0.1.
Screening COc1ccc(/C=C/C(=O)N[C@@H](C)C(=O)O)cc1 returned Polio RdRp inh 97 and Polio RdRp inh FP z-score -0.6.
COc1ccc(N2CCN(C(=O)C(C)n3nc(C)c4sc5ccccc5c4c3=O)CC2)cc1 (stereo not given) was read as Polio RdRp inh 106 and Polio RdRp inh FP z-score -0.2.
Screening Cc1ccccc1Nc1ccc2noc3c2c1C(=O)c1ccccc1-3 returned Polio RdRp inh 103 and Polio RdRp inh FP z-score 0.3.
`Fc1ccc(-n2c(C34CC5CC(CC(C5)C3)C4)n[nH]c2=S)cc1` gave Polio RdRp inh 102 and Polio RdRp inh FP z-score 0.1.
For COc1ccc(C(=O)Nc2nn3c(CC(C)C)nnc3s2)cc1 the results were Polio RdRp inh 103 and Polio RdRp inh FP z-score -0.1.

Reprinted at random: four compounds from above
Screening CC1SCCN1S(=O)(=O)c1ccc(Br)cc1 (stereo not given) returned Polio RdRp inh 101 and Polio RdRp inh FP z-score -0.1.
Screening O=c1[nH]n(-c2ccccc2Cl)c(=O)c2ccccc12 returned Polio RdRp inh 103 and Polio RdRp inh FP z-score 1.
COc1ccc(N2CCN(C(=O)C(C)n3nc(C)c4sc5ccccc5c4c3=O)CC2)cc1 (stereo not given) was read as Polio RdRp inh 106 and Polio RdRp inh FP z-score -0.2.
For C=CCn1c(SC(CCO)C(=O)NCc2ccco2)nc2sc3c(c2c1=O)CCC3 (stereo not given) the results were Polio RdRp inh 102 and Polio RdRp inh FP z-score 0.

Continuation:
For CC1=C/C(=N/NC(=O)C2CC2)CC1 the results were Polio RdRp inh 99 and Polio RdRp inh FP z-score -0.2.
Screening CSC1=NC=C(C#N)C2=NC(c3c(F)cccc3Cl)NN12 (stereo not given) returned Polio RdRp inh 102 and Polio RdRp inh FP z-score 0.1.
O=C(O)CCSC1CC(=O)N(c2ccc(F)cc2)C1=O (stereo not given) was read as Polio RdRp inh 100 and Polio RdRp inh FP z-score -0.4.
CCOC(=O)c1c(SC)nc2ccc(Cl)cc2c1N1CCN(C)CC1 was read as Polio RdRp inh 101 and Polio RdRp inh FP z-score 0.
Cc1c(N2C(=O)c3ccccc3C2(O)c2ccccc2)c(=O)n(-c2ccccc2)n1C (stereo not given) was read as Polio RdRp inh 103 and Polio RdRp inh FP z-score 1.3.
Screening O=C(NCCC1=CCCCC1)C1CCN(C(=O)N2CCOc3ccccc32)CC1 returned Polio RdRp inh 103 and Polio RdRp inh FP z-score -0.7.
`CC1=CC(=C(C#N)C#N)C=C(C)N1CCC(C)C` gave Polio RdRp inh 101 and Polio RdRp inh FP z-score 0.1.
`CC(C)(C)OC(=O)N1CCC(CNS(=O)(=O)c2cccc3nonc23)CC1` gave Polio RdRp inh 100 and Polio RdRp inh FP z-score -0.3.
For O=C(CSc1nccn1C1CCCC1)Nc1ccc(C(F)(F)F)cc1 the results were Polio RdRp inh 107 and Polio RdRp inh FP z-score 0.1.
Screening O=S(=O)(Cc1nc2ccccc2[nH]1)c1ccccc1 returned Polio RdRp inh 100 and Polio RdRp inh FP z-score -0.1.
For Cc1ccc2nc(CSc3nnc(NC(=O)c4ccc(C(C)(C)C)cc4)s3)cc(=O)n2c1 the results were Polio RdRp inh 105 and Polio RdRp inh FP z-score -0.3.
Screening CC(C)Oc1ccc(CNC(=O)CCCN2C(=O)CCn3nc(-c4cccn4C)cc32)cc1 returned Polio RdRp inh 104 and Polio RdRp inh FP z-score -0.6.
Screening C=CCOC(=O)C1C2NC(=S)N(CCCOC)C1(C)Oc1c(OCC)cccc12 (stereo not given) returned Polio RdRp inh 103 and Polio RdRp inh FP z-score 0.8.
For N#CC(C#N)=CNc1cc(C(F)(F)F)ccc1N1CCOCC1 the results were Polio RdRp inh 102 and Polio RdRp inh FP z-score 0.1.
Screening CC(=O)N1CCOc2cc(S(=O)(=O)N3CCCCC3C)ccc21 (stereo not given) returned Polio RdRp inh 102 and Polio RdRp inh FP z-score 0.3.
Cc1ccc2nc(N(Cc3cccnc3)C(=O)C3CCCCC3)sc2c1 was read as Polio RdRp inh 106 and Polio RdRp inh FP z-score -0.3.
Screening Cc1ccc(Cl)cc1-n1ncc2c(Nc3cccc(C)c3C)ncnc21 returned Polio RdRp inh 108 and Polio RdRp inh FP z-score 0.2.

Assay outcomes from PubChem.
